# RSV CPE inhibition – inhibition of RSV-induced cytopathic effect – HEp-2 cells, primary 10 µM value included (AID 2391); HEp-2 cells, RSV-induced CPE inhibition; higher % means a stronger effect; one-dose CPE inhibition, % at 10 µM; IC50 in µM for titrated hits; 0.13% of 310,000 active; in the data active = a potency from the dose series; inconclusive = CPE inhibition mostly from about 23% at the one dose, without a potency; inactive = the rest, 99 in 100 with CPE inhibition below about 21%; note: strong numbers were not always called active
# P. falciparum M1AAP – P. falciparum M1AAP inhibitors, biochemical, fluorogenic H-Leu-NHMec substrate, 1536-well (AID 1445). recombinant M1AAP, H-Leu-NHMec fluorogenic kinetic assay; higher % means a stronger effect. one-dose inhibition, % at 30 µM; IC50 in µM for titrated hits. 0.42% of 220,000 active;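 active = primary inhibition above the hit cutoff, then over 50% inhibition at one or more dose response concentrations, cut at about 23% in these data, passing the limit was not always enough; inconclusive = conflicting primary data, or primary hits not chosen for dose response; inactive = low primary inhibition, or under 50% at every dose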;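 note: plate controls were DMSO full reaction for no effect and no enzyme background for full effect; strong numbers were not always called active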
# human PMI inhibition – inhibitors of human PMI, primary screen, biochemical, fluorescence intensity, coupled assay (AID 1209) | 0.42% of 190,000 active | inhibition, % at 20 µM, or IC50 in µM where a hit was titrated | purified PMI enzyme, coupled fluorescence intensity; higher % means a stronger effect;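 note: plate controls were DMSO vehicle for no effect and wells lacking substrate for full effect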
# PMI inhibition – MPI inhibition at elevated mannose 6-phosphate – biochemical, fluorescence intensity, high mannose 6-phosphate, primary screen (AID 1220); recombinant PMI enzyme, coupled fluorescence intensity; higher % means a stronger effect; one-dose inhibition, % at 20 µM; IC50 in µM for titrated hits; 0.66% of 190,000 active
# K1F lysis inhibition – protection from phage-mediated lysis, alamar blue read-out – E. coli UTI89, K1F phage, bacterial capsule biogenesis inhibitors (AID 488966) | E. coli UTI89 K1F phage lysis, alamar blue, 2 h; higher % means a stronger effect | inhibition, % at 100 µM, or IC50 in µM where a hit was titrated | 0.02% of 340,000 active;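 active = phage lysis inhibition, versus mean bacterial control, above a set limit; inconclusive = no clear call, values can overlap the other calls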;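 note: capsule biogenesis inhibitors block K1F phage lysis so surviving cells raise fluorescence; higher fluorescence means more inhibition of phage lysis; actives were called in the ten point dose series up to 300 µM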
# TNAP activation fold – stimulation of alkaline phosphatase TNAP activity – biochemical, luminescent, no phosphate acceptor, uHTS, primary screen (AID 1001); purified TNAP, luminescent activation assay, no phosphate acceptor; higher activation fold means a stronger effect; activation fold at 20 µM; hits with a dose series show EC50 in µM; 0.03% of 200,000 active; in the data active = activation fold from about 3, or a potency from the dose series; inactive = the rest, 99 in 100 with activation fold below about 1.6; note: many of its hits are not listed in these tables
# T cell modulator – T cell immune modulators affecting CD8 T cell-vesicle binding; 2C CD8+ T cell-vesicle binding, flow cytometry; hits give low values; 0.068% of 330,000 active; calls only at 7 µM;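 active = response, share of CD8 T cells binding vesicles, and their 90th percentile fluorescence all below set limits, cut at about 80% in these data, passing the limit was not always enough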
#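 Assay system: 2C TCR transgenic mouse naive CD8+ T cells, MACS-purified | Read-out: CD8+ gate FL2 mean fluorescence as % of same-row positive control | Signal: High-throughput flow cytometry with anti-B7-1 and anti-CD8 staining | Timing: Binding step 1.5 h, 37 °C, antibody labelling 20 min, ice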
# M17LAP inhibition – P. falciparum M17LAP inhibitors, primary screen, biochemical, fluorogenic H-Leu-NHMec substrate, 1536-well (AID 1619). one-dose inhibition, % at 30 µM; IC50 in µM for titrated hits. 0.38% of 220,000 active. recombinant M17LAP, H-Leu-NHMec fluorogenic kinetic assay; higher % means a stronger effect;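 active = compound inhibiting the enzyme by more than half at any dose during confirmatory dose-response retesting; inconclusive = strong single-dose inhibitors picked by rank but not retested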;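 note: plate controls were full reaction with DMSO carrier for no effect and no enzyme background for full effect; strong numbers were not always called active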
# West Nile antiviral – inhibition of WNV-induced cytopathic effect – cell-based, CPE readout (AID 1621); one-dose CPE inhibition, % at 10 µM; IC50 in µM for titrated hits; 0.02% of 290,000 active; West Nile virus-infected cells, CPE inhibition; higher % means a stronger effect; in the data active = a potency from the dose series; inconclusive = CPE inhibition mostly from about 3.7% at the one dose, without a potency; inactive = the rest, 99 in 100 with CPE inhibition below about 2.2%; note: strong numbers were not always called active
# T cell modulator vesicle-bound % – further read-out of T cell modulator, marked with its call; double positive events, %; measured here: CD8+ vesicle-bound cell fraction;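 binding gate set so that unloaded-vesicle control wells show 10% double positive cells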
# An asterisk follows results filed as active; i = inactive; ? = inconclusive; . = not tested or not shown; [ ] = dose if it differs, or a comment. Cut-off read from the data, not from the text of the source, unless noted: active = inhibition above about 50%; inactive = the rest.
Molecule	RSV CPE inhibition	P. falciparum M1AAP	human PMI inhibition	PMI inhibition	K1F lysis inhibition	TNAP activation fold	T cell modulator	T cell modulator vesicle-bound %	M17LAP inhibition	West Nile antiviral
C=CCn1c(=S)sc2c(=O)[nH]cnc21	3.2%	6%	.	.	.	.	i	43	18%	0.4%
O=C(CCCC(=O)OCC(=O)c1cccs1)Nc1ccc(Oc2ccccc2)cc1	1.8%	3%	-1%	9%	0.4%	0.9	i	42	-5%	-0.2%
O=C(O)c1cnc(N2CCOCC2)nc1	0.5%	-2%	-13%	-10%	-0.6%	1.1	i	64	-7%	2.2%
NCC(O)COCCC12CC3CC(CC(C3)C1)C2 (stereo not drawn)	0.5%	1%	15%	12%	12%	1	i	23	-13%	-0.4%
Cn1ccnc1SCCC#N	-0.2%	0%	-1%	-1%	0.0%	1.1	i	15	5%	0.3%
CCC(=O)N1CCc2cc(S(=O)(=O)NC(C(=O)NCc3ccccc3)C(C)C)ccc21 (stereo not drawn)	-0.2%	1%	-3%	5%	0.8%	1.1	i	14	2%	0.0%
CCc1ccc(NC(=O)C(CC)c2ccccc2)cc1 (stereo not drawn)	0.8%	3%	-7%	-18%	3.2%	1	i	31	3%	-0.9%
O=C(NC1CCS(=O)(=O)C1)c1cccc(S(=O)(=O)N2CCCCCC2)c1 (stereo not drawn)	0.6%	-5%	10%	5%	-0.2%	1	i	47	-1%	-0.6%
CC(NC(=S)NCCc1ccccc1)C(c1cccs1)N1CCN(Cc2ccccc2)CC1 (stereo not drawn)	3.0%	2%	-2%	-4%	5.7%	2.8	i	26	-7%	0.3%
O=C(c1ccc([N+](=O)[O-])cc1)N1CCSC1c1ccccc1 (stereo not drawn)	2.2%	0%	4%	-6%	-0.8%	0.9	i	46	-10%	0.8%
O=C(/C(=C/O)N=Nc1ccccc1)c1ccncc1	16%	18%	10%	10%	-0.3%	1.1	i	1	16%	-0.4%
CCOC(=O)Cc1csc(NC(=O)/C=C/c2ccc(OC)cc2)n1	?	8%	3%	2%	-1.6%	1	i	6	1%	-0.5%
CCOC(=O)N1CCN(C(=O)c2ccc3nc(N4CCCCC4)sc3c2)CC1	-0.3%	1%	-10%	-2%	1.5%	1	i	25	2%	0.0%
O=C(O)c1nn(CC(=O)N(C2CCCCC2)C2CCCCC2)c(=O)c2ccccc12	-0.6%	1%	0%	-2%	-0.4%	1.1	i	55	13%	-0.1%
O=C(Nc1ccc(C(=O)N2CCN(c3ccc(Cl)cc3)CC2)cc1)C1=CSCCO1	?	.	.	.	-0.1%	.	i	34	.	-0.3%
Cc1ccc(-c2nc3ccccc3c(=O)n2NC(=S)N(C)C)cc1	2.3%	3%	17%	-2%	1.9%[50 µM]	1.1	i	3	4%	-0.8%
S=C(NCCc1ccc(Cl)cc1)NC1CCCC1	2.6%	-8%	3%	1%	0.2%	1	i	51	2%	-1.0%
Cc1onc(-c2c(F)cccc2Cl)c1-c1nnc(-c2cccc3ccccc23)o1	2.4%	0%	.	.	.	.	i	26	-2%	-0.7%
CC12CN(C(=O)c3ccc(Cl)cc3)C3(C#N)CC1CCC23C (stereo not drawn)	-0.2%	14%	-2%	-4%	0.8%	1.2	i	33	-4%	-0.7%
CCOC(=O)Cn1c(CN2CCOCC2)nc2c1c(=O)n(C)c(=O)n2C	0.0%	4%	-1%	-6%	-0.8%	1.1	i	25	-6%	-0.5%
CCOC(=O)C1CCCCN1Cc1ccc(F)cc1 (stereo not drawn)	0.0%	3%	0%	-4%	1.9%	1.2	i	28	6%	0.7%
Cc1ccc(/C=N/Nc2nc(C(C)(C)C)cs2)o1	14%	3%	-14%	-31%	0.4%	1.1	i	59	12%	-0.7%
Cc1cc(C)cc(NC(=S)N2CCN(c3ncc(C(F)(F)F)cc3Cl)CC2)c1	1.1%	1%	.	.	0.6%	.	i	53	3%	0.8%
O=C(COC(=O)CNS(=O)(=O)c1ccccc1)Nc1ccc(Cl)cn1	1.6%	-1%	-1%	-6%	1.3%	1	i	34	10%	0.2%
O=C(CCSCCc1ccccn1)Nc1cccc([N+](=O)[O-])c1	0.8%	5%	-5%	-10%	0.2%	1	i	52	4%	0.8%
CCn1ccnc1CNC(=O)c1ccc2oc(CCCc3ccccc3)nc2c1	5.2%	.	.	.	0.1%	.	i	9	.	-0.6%
Cc1c(C(=O)N2CCC(Cc3ccccc3)CC2)sc2ncnc(N3CCC(C)CC3)c12	17%	5%	9%	7%	0.1%	1.1	i	22	3%	-1.2%
CCc1ccc(NC(=S)NCc2cccnc2)cc1	-0.1%	2%	.	.	1.3%	.	i	33	5%	-0.4%
CCN(CC)CCN1C(=O)c2ccccc2NC1c1cc(OC)c(OC)c(OC)c1 (stereo not drawn)	-2.2%	12%	4%	0%	10.0%	1.1	i	36	-150%	-0.3%
CCC1=NN2C(=N)/C(=C/c3ccc(OS(=O)(=O)c4ccc(C)cc4)c(OC)c3)C(=O)N=C2S1	2.0%	.	.	.	-0.1%	.	i	6	.	1.3%
CC(C)COc1ccc(C(=O)Nc2ccc(NC(=O)c3ccco3)c(Cl)c2)cc1	4.0%	7%	7%	4%	1.4%	1	i	44	0%	-0.3%
COc1ccc(C(C)=O)cc1CSc1nncn1-c1ccccc1	0.8%	4%	16%	8%	1.3%[50 µM]	1.1	i	3	17%	-0.1%
C=CCSc1nc2sc3c(c2c(=O)n1CC)CCc1ccccc1-3	5.2%	3%	72%*	14µM*	-0.8%	1.1	i	10	-4%	0.3%
CCOC(=O)c1cc2c(n(-c3ccccc3)c1=O)CC(C)(C)CC2=O	1.3%	8%	4%	-2%	2.1%	1.1	i	33	5%	-0.1%
O=C(COC(=O)c1cc(-c2ccccc2)nc2ccccc12)Nc1ccc2c(c1)OCO2	1.4%	7%	7%	-2%	0.2%	1.1	i	62	2%	0.3%
COC(=O)C1=C(C)N(c2ccccc2)/C(=C/c2ccco2)C1=O	0.8%	8%	.	.	0.6%	.	i	35	2%	0.1%

# Reformatted: six of the compounds above.
# The line under a structure holds: RSV CPE inhibition | P. falciparum M1AAP | human PMI inhibition | PMI inhibition | K1F lysis inhibition | TNAP activation fold | T cell modulator | T cell modulator vesicle-bound % | M17LAP inhibition | West Nile antiviral
CCc1ccc(NC(=S)NCc2cccnc2)cc1
 : -0.1% | 2% | . | . | 1.3% | . | i | 33 | 5% | -0.4%
CCN(CC)CCN1C(=O)c2ccccc2NC1c1cc(OC)c(OC)c(OC)c1 (stereo not drawn)
 : -2.2% | 12% | 4% | 0% | 10.0% | 1.1 | i | 36 | -150% | -0.3%
CCC1=NN2C(=N)/C(=C/c3ccc(OS(=O)(=O)c4ccc(C)cc4)c(OC)c3)C(=O)N=C2S1
 : 2.0% | . | . | . | -0.1% | . | i | 6 | . | 1.3%
CC(C)COc1ccc(C(=O)Nc2ccc(NC(=O)c3ccco3)c(Cl)c2)cc1
 : 4.0% | 7% | 7% | 4% | 1.4% | 1 | i | 44 | 0% | -0.3%
COc1ccc(C(C)=O)cc1CSc1nncn1-c1ccccc1
 : 0.8% | 4% | 16% | 8% | 1.3%[50 µM] | 1.1 | i | 3 | 17% | -0.1%
C=CCSc1nc2sc3c(c2c(=O)n1CC)CCc1ccccc1-3
 : 5.2% | 3% | 72%* | 14µM* | -0.8% | 1.1 | i | 10 | -4% | 0.3%

# (next part)
Molecule	RSV CPE inhibition	P. falciparum M1AAP	human PMI inhibition	PMI inhibition	K1F lysis inhibition	TNAP activation fold	T cell modulator	T cell modulator vesicle-bound %	M17LAP inhibition	West Nile antiviral
Cc1onc(-c2c(F)cccc2Cl)c1C(=O)N(C)CCc1ccccn1	1.3%	.	.	.	0.0%	.	i	9	.	-0.4%
Cc1nnc(C)n1/N=C/c1ccc(-c2ccccc2Cl)o1	2.3%	.	.	.	-0.2%	.	i	31	.	-0.1%
NS(=O)(=O)c1ccc(CCNC(=O)C(=O)C2C(=O)Nc3ccccc32)cc1 (stereo not drawn)	2.2%	3%	.	.	0.5%	.	i	26	5%	0.8%
CCOC(=O)C1CCN(CC(O)COc2ccc(C(C)=O)cc2)CC1 (stereo not drawn)	-0.8%	0%	-8%	-2%	7.4%	1.1	i	36	0%	-0.7%
Cc1ccccc1-n1c(=O)cc(N2CCN(C(=O)c3ccco3)CC2)[nH]c1=O	1.3%	-1%	-3%	7%	-0.7%	1	i	15	5%	-0.1%
Cc1ccccc1CN1CCCC(C(=O)Nc2ccccc2Oc2cccnc2)C1 (stereo not drawn)	0.2%	.	.	.	0.3%	.	i	11	.	-0.8%
COc1ccc(CCN2C(=O)CSC2=Nc2ccc(C)cc2C)cc1OC	.	2%	.	.	1.2%	.	i	24	7%	-0.1%
COc1ccc(-c2nn(-c3ccccc3)cc2/C=N/Nc2cccc(C(=O)O)c2)cc1	.	16%	-33%	-16%	-0.1%	1.2	.	.	20%	0.0%
CC(=O)c1sc2nc(C)c3c(c2c1N)CCCC3	7.3%	4%	.	.	.	.	i	4	-11%	0.0%
COc1cccc(C(=O)COc2ccc3c(C)c(Cc4ccccc4)c(=O)oc3c2C)c1	8.8%	4%	-3%	-4%	.	1.1	i	42	1%	-0.3%
CCOc1ccc(NC(=O)N2CCCC2C(=O)NCc2ccco2)cc1 (stereo not drawn)	0.7%	.	.	.	0.1%	.	i	31	.	0.0%
CCN1CCN(Cc2ccc(NC(=O)c3ccc(C)c(/C=C/c4cnc(Nc5cc(N6CCNCC6)nc(C)n5)cn4)c3)cc2C(F)(F)F)CC1	-3.9%	.	.	.	1.2%	.	i	4	.	-1.9%
Cc1ccc(NC(=O)c2cc(F)c(F)cc2Cl)nc1	-2.2%	5%	-1%	3%	0.2%	1.1	i	58	-1%	0.3%
COc1ccc(Cn2c(SCc3cc(C)ccc3C)nc3cc(OC)c(OC)cc3c2=N)cc1	-4.0%	2%	-4%	-17%	-0.1%	1	i	20	-13%	-2.1%
CCNc1nc(NCC)nc(N/N=C/c2cc(OC)c(OC)c(OC)c2)n1	2.5%	-1%	.	.	0.0%	.	i	40	-3%	0.9%
CCN(CC)C(=O)Oc1c(Cl)cc(Cl)c2cccnc12	4.2%	2%	5%	-2%	0.9%	1.1	i	54	-2%	-0.5%
CCOc1ccc(CNC(=O)CCCOc2cc(=O)n(C)c3ccccc23)cc1	0.4%	1%	-6%	-7%	0.6%	1.2	i	41	23%	0.7%

# Bioassay records deposited in PubChem BioAssay by several laboratories.
